BL2 CD40 inh: CD40 pathway inhibition in BL2 cells; BL2 NF-kB luciferase reporter, CD40L-induced, 4 h; inhibition, % at 10 µM; hit rate 0.94% among 83,000; AID 1053188;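 active means mean inhibition of at least 50% with a set share of replicates also reaching that level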;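 further: 0% = neutral control wells and 100% = IKK inhibitor VII at 50 µM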
* hit, by the source's call; & = joins results of further samples; [ ] = dose if it differs, or a comment.

no.	SMILES	BL2 CD40 inh
1	C[C@H](CO)N1C[C@H](C)[C@@H](CN(C)C(=O)Nc2ccnc(N3CCOCC3)c2)OCc2ccccc2-c2c(n(C)c3ccccc23)C1=O	4.3[25 µM]
2	O=C(Nc1nnc(-c2cccnc2)o1)c1ccccc1Cl	-6.8
3	COCC(=O)N(C[C@H]1[C@H](c2ccccc2)[C@@H](CO)N1C(=O)NC(C)C)C(C)C	3.5[25 µM]
4	CN(C)C(=O)C[C@@H]1CC[C@@H]2[C@H](COc3ccc(NC(=O)C4CCC4)cc3C(=O)N2C)O1	8.4
5	O=C(O)c1ccc2c(c1)CCC2	0.5
6	c1coc(C2=NC(c3ccco3)C(c3ccco3)N2)c1 (stereo not drawn)	-10.6
7	O=C(Nc1ccc(F)cc1)N1C[C@H]2[C@@H](c3ccccc31)[C@H](CO)N2C(=O)Cc1ccccn1	-2.2
8	O=C(O)c1oc2ccccc2c1CSCc1ccccc1	13.1
9	N#C[C@@H]1[C@H](c2ccc(C3=CCCC3)cc2)[C@H](CO)N1C(=O)c1cccc(F)c1	-5.2
10	COc1ccc(C#Cc2ccc3c(c2)O[C@H](CN(C)C(=O)CN2CCOCC2)[C@@H](C)CN([C@@H](C)CO)S3(=O)=O)cc1	7.4[25 µM]
11	CNC(=O)c1c(NC(=O)c2ccc3ncsc3c2)sc(C)c1C	-5.0
12	C=CCn1c(SCC(=O)N(C)C2CCS(=O)(=O)C2)nnc1-c1ccccc1 (stereo not drawn)	-3.1
13	CCN(c1ccccc1)S(=O)(=O)c1ccc(Oc2ccccc2C(C)=O)nc1	5.6
14	O=C(O)c1ccc(NCCc2ccc(Cl)cc2)c([N+](=O)[O-])c1	2.4
15	CCN(C(=O)Cn1c(=O)oc2ccccc21)C1CCS(=O)(=O)C1 (stereo not drawn)	4.7
16	CS(=O)(=O)Nc1ccc2c(c1)[C@@H]1C[C@@H](CC(=O)NCc3cc(F)ccc3F)O[C@H](CO)[C@@H]1O2	-2.8[25 µM]
17	CC1CCN(CCCNC(=O)C2CCN(S(=O)(=O)N3CCCCC3)CC2)CC1	2.8
18	COc1ccc(Cl)cc1N1C(=O)CC(N2CCN(S(=O)(=O)c3ccccc3F)CC2)C1=O (stereo not drawn)	6.7
19	CC(C)N1CCN(Cc2cccn2-c2nccs2)CC1CCO (stereo not drawn)	-0.4
20	CCOC(=O)C1(CCOc2ccccc2)CCN(Cc2ccncc2)CC1	0.7
21	N#Cc1nc(-c2cccs2)oc1NCc1ccc2c(c1)OCO2	-8.2
22	CCOc1ccc(S(=O)(=O)N(C)c2ccc(OCC(=O)Nc3ccccc3F)cc2)cc1	19.3
23	COc1ccc(S(=O)(=O)N2CCCCCC2)cc1C(=O)NCCc1ccccc1	-16.5
24	O=[N+]([O-])c1ccc(O)c(C(C#Cc2ccccc2)N2CCOCC2)c1 (stereo not drawn)	-19.6
25	C/C=C/c1ccc(C2[C@@H]3CN(S(=O)(=O)c4ccccc4C)C[C@H]2N3)cc1 (stereo partly drawn)	2.0&6.0
26	OC1C2(Cc3ccccc3)CN3CCN(C2)CC1(Cc1ccccc1)C3 (stereo not drawn)	9.6
27	Cc1noc(C)c1COc1ccccc1C(=O)NNC(=O)c1ccccc1	-2.1
28	O=C(NCCOc1ccccc1)C1CCN(C(=O)Nc2ccccc2)CC1	4.9
29	COc1cccc(CNC(=O)COc2cccc3c2OC(C)(C)C3)c1	7.4
30	O=C(c1ccco1)N1CCN(C(c2cccs2)c2sc3ncnn3c2O)CC1 (stereo not drawn)	5.1
31	Cc1nc(-c2ccc([N+](=O)[O-])cc2)c(-c2ccccc2)o1	2.8
32	CCn1cc(Br)c(C(=O)NN)n1	-0.6
33	O=C1c2ccccc2C(=O)c2c1cccc2N1CCN(Cc2ccccc2)CC1	-15.3
34	O=C(c1cc(COc2ccc(F)cc2F)on1)N1CCN(C(=O)c2ccco2)CC1	3.8
35	CCN(CC(=O)NC(C)C)C(=O)Cc1ccc(C)c(C)c1	3.4
36	Cc1ccc(OCc2cc(C(=O)N(C)Cc3cc(C4CC4)n[nH]3)no2)cc1C	-8.1
37	Nc1nc(SCC(=O)c2cccs2)n[nH]1	-40.5
38	O=C(CN1C(=O)CCS(=O)(=O)c2ccccc21)NCCc1ccccc1	1.7
39	O=C1c2ccccc2C(Cc2ccnc(F)c2)(Cc2ccnc(F)c2)c2ccccc21	11.1[25 µM]
40	CCN(CC)S(=O)(=O)c1ccc2c(c1)CC(C(=O)N1CCCC1)N2C(C)=O (stereo not drawn)	5.9
41	COc1ccc(C(=O)Nc2ccccc2)cc1S(=O)(=O)Nc1cc(C)on1	2.0
42	Cc1ccc(S(=O)(=O)NCCOCCNS(=O)(=O)c2ccc(C)cc2)cc1	0.8
43	CCC(=O)Nc1nnc(C)s1	4.0
44	O=C1CN(C(=O)CC2c3ccccc3-c3ccccc32)CC(=O)N1	1.7
45	c1ccc2c(NCCCN3CCOCC3)c3ccccc3nc2c1	-69.3
46	CCOc1ccc(S(=O)(=O)NCC2CCCO2)cc1NC(=O)c1ccccc1F (stereo not drawn)	5.0
47	Nc1nonc1C(=O)NCCNCc1ccccc1	4.5
48	CCCNC(=O)N1[C@H](CO)[C@@H](c2ccccc2)[C@H]1CNC(=O)c1cccc(F)c1	4.7
49	COc1cccc(CNc2nc3cc(-c4cnn(Cc5ccccc5)c4)sc3c(=O)n2C)c1	11.2
50	COc1ccc(CN2[C@@H](CO)[C@@H]3c4ccccc4N(C(=O)Nc4ccccc4)C[C@@H]32)cc1	-20.1
51	N#Cc1cccc(-c2ccc3c(c2)[C@H]2[C@H](CCN2S(=O)(=O)c2cccc(F)c2)[C@H](CO)N3)c1	2.5
52	O=S(=O)(CCN1CCN(C(c2ccccc2)c2ccccc2)CC1)C(F)(F)F	10.7
53	CC(O)(c1cccc(F)c1)c1nc(-c2ccncc2)cs1 (stereo not drawn)	-13.6
54	COc1ccc(-c2ccc3n(c2=O)C[C@H]2[C@H](CO)[C@@H](C(=O)N4CCCCC4)[C@@H]3N2C)cc1	10.0[25 µM]
55	CCCCCCn1c(NCC)nc2c1c(=O)n(C)c(=O)n2C	1.5
56	Cc1cc(C)nc(SCCc2ccncc2)n1	6.4
57	Cc1noc(C)c1C(=O)N(CC(=O)Nc1ccccc1Br)Cc1ccco1	6.9
58	COc1ccc2c3c([nH]c2c1)[C@@H](CO)N(Cc1cc(F)ccc1F)CC31CCN(C(=O)CN(C)C)CC1	-1.5[25 µM]
59	COc1cccc(OC)c1C1=NC(C)(C)CO1	-1.7
60	CCCN(CCC)C(=O)c1cc2c(=O)[nH]c3ccc(C)cc3c2s1	6.7

In another format: 2 of the compounds above
#32 CCn1cc(Br)c(C(=O)NN)n1
  BL2 CD40 inh: -0.6

#53 CC(O)(c1cccc(F)c1)c1nc(-c2ccncc2)cs1 (stereo not drawn)
  BL2 CD40 inh: -13.6

The list continues.
no.	SMILES	BL2 CD40 inh
61	COC(=O)COc1ccc2cccc(-n3cnnn3)c2c1	4.7
62	O=C(c1ccccc1F)N1C[C@@H]2[C@H](c3ccccc31)[C@@H](CO)N2C(=O)c1cccnc1	11.3[25 µM]
63	Nc1nc(SCC(=O)Nc2cccc([N+](=O)[O-])c2)n[nH]1	-16.2
64	O=C(CCc1nnc(-c2ccc3c(c2)OCO3)o1)NC(c1cccnc1)C(F)(F)F (stereo not drawn)	-8.8
65	Cc1nc(C#N)c(NCc2ccc3c(c2)OCO3)o1	0.7
66	N#C[C@H]1[C@H](c2ccccc2-c2ccccc2F)[C@H](CO)N1C(=O)Cc1ccccc1	17.5[25 µM]
67	Cc1ccc(S(=O)(=O)N2CCN(C(=O)COC(=O)COc3ccccc3C(C)C)CC2)c(C)c1	1.2
68	Cc1cc(C(=O)N/N=C/c2ccc[nH]2)no1	-17.0
69	COc1ccc2c3c(n(C)c2c1)[C@@H](CO)N(CC1CCCC1)CC31CN(C(=O)Nc2ccccc2)C1	1.4[25 µM]
70	COC(=O)c1ccc(NC(=O)Nc2ccc(OC)cc2)cc1	-31.4
71	N#CC1(c2ccccc2)CCC(=O)N1Cc1ccccc1 (stereo not drawn)	13.7
72	COc1ccccc1S(=O)(=O)N(C)C[C@@H]1OCc2cn(nn2)CCCC(=O)N([C@H](C)CO)C[C@@H]1C	0.0[25 µM]
73	Cc1ccc(C(=O)OCC(=O)NCc2cc(C)c(O)c(C)c2)cc1S(=O)(=O)N1CCCCC1	2.3
74	CCC(=O)N1C[C@@H](C)[C@@H](OC)CN(C)C(=O)c2ccc(NC(=O)CC(F)(F)F)cc2OC[C@H]1C	-14.9[25 µM]
75	CC1=CC(=O)c2ccccc2C1=O	12.0
76	O=C(COC(=O)[C@@H]1CCCN1S(=O)(=O)c1ccc(Cl)cc1)NC1CC1	3.3
77	COCc1ccc(CN2CCCC(CCC(=O)NCc3ccc(C)o3)C2)o1 (stereo not drawn)	1.5
78	O=C(NC12CC3CC(CC(C3)C1)C2)C1CCCN1C(=O)Nc1ccccc1 (stereo not drawn)	-7.0
79	Cc1cnc(NC(=O)CSc2nnc(Cc3ccccc3)o2)s1	20.7
80	CC(C)C[C@H](NC(=O)Nc1ccc2c(c1)OCCO2)C(=O)O	6.7
81	CO[C@@H]1CN(C)C(=O)c2cc(NC(=O)Nc3c(C)noc3C)ccc2OC[C@@H](C)NC[C@H]1C	-4.5[25 µM]
82	CCCC(=O)Nc1sc2c(c1C#N)CCCCC2	-105.9
83	COc1cccc(/C=C/C(=O)Nc2cc(S(=O)(=O)N3CCOCC3)ccc2OC)c1	-11.0
84	C/C(=C\CNc1ncnc2nc[nH]c12)CO	8.8
85	COc1ccc(C(=O)CN2C(=O)COc3ccccc32)cc1	1.2
86	COCCNC(=O)c1ccc(NS(C)(=O)=O)cc1	5.2
87	O=C(CCC1CCCCC1)N1CCN(Cc2ccc3c(c2)OCO3)CC1	13.4
88	O=C(NCc1ccco1)c1cc2nc(-c3ccc4c(c3)OCO4)cc(C(F)(F)F)n2n1	-15.8
89	O=C(CCCN1C(=O)/C(=C/c2ccc(F)cc2)SC1=S)Nc1ccc(C(=O)O)cc1	-12.6
90	C=C(Br)Cn1c(CC)nc2ccccc21	2.4

Shown field by field: part of the list above
76	O=C(COC(=O)[C@@H]1CCCN1S(=O)(=O)c1ccc(Cl)cc1)NC1CC1
  BL2 CD40 inh = 3.3
77	COCc1ccc(CN2CCCC(CCC(=O)NCc3ccc(C)o3)C2)o1 (stereo not drawn)
  BL2 CD40 inh = 1.5
78	O=C(NC12CC3CC(CC(C3)C1)C2)C1CCCN1C(=O)Nc1ccccc1 (stereo not drawn)
  BL2 CD40 inh = -7.0
79	Cc1cnc(NC(=O)CSc2nnc(Cc3ccccc3)o2)s1
  BL2 CD40 inh = 20.7

Further entries follow:
no.	SMILES	BL2 CD40 inh
91	C[C@@H]1CN([C@H](C)CO)C(=O)CCCn2nncc2CO[C@@H]1CN(C)C(=O)c1ccncc1	-6.5[25 µM]
92	CCc1noc(C)c1C(=O)N1CCN(S(=O)(=O)c2ccc(C(C)=O)cc2)CC1	-9.6
93	Clc1ccc2[nH]cc(-c3nnnn3-c3ccc4ccccc4c3)c2c1	5.8
94	C[C@@H](NC(=O)[C@@H]1[C@@H](CO)[C@@H]2Cn3c(cccc3=O)[C@H]1N2Cc1ccncc1)c1ccccc1	4.5[25 µM]
95	CCCN(CC(=O)Nc1ccccc1C)C(=O)c1ccc(C)c(S(=O)(=O)N2CCCCC2)c1	29.2
96	O=CNc1cc(-c2ccc(C(=O)N3CCOCC3)cc2)cn2c(-c3ccc(F)cc3)cnc12	-22.6
97	Nc1cc(Nc2ccc(S(N)(=O)=O)cc2)ncn1	-27.7[25 µM]
98	O=C1C[C@H](c2ccccc2)C(=O)N[C@@H](c2ccc(F)cc2)C/C=C\CCN1	-5.5[25 µM]
99	O=C(C[C@H]1CC[C@H]2[C@@H](COC[C@H](O)CN2Cc2ccc(C(F)(F)F)cc2)O1)N1CCc2ccccc2C1	12.8[25 µM]
100	C[C@H](CO)N1C[C@H](C)[C@H](CN(C)CC2CCCCC2)Oc2c(NC(=O)Nc3ccc(F)cc3)cccc2C1=O	10.2[25 µM]
101	COc1cc(C(=O)N2Cc3cc4ccccc4nc3C2C)cc(OC)c1OC (stereo not drawn)	2.3
102	CC(C)c1cccc(NC(=O)C[C@H]2CC[C@H]3[C@@H](COc4ccc(NS(=O)(=O)c5ccccc5Cl)cc4C(=O)N3C)O2)c1	23.6[25 µM]
103	O=C(CN1C(=O)c2cccc3cccc(c23)C1=O)N1CCCCCC1	8.3
104	C[C@H]1CC(=O)N[C@H](c2ccccc2)C/C=C\C[C@@H](c2ccc3c(c2)OCO3)NC1=O	-1.0[25 µM]
105	COc1ccc(-c2cc(C(F)(F)F)n3nc(C(=O)N4CCCCC4)cc3n2)cc1	5.3
106	CCOC(=O)N1CCN(C(=O)/C(=C/c2ccc(N(C)C)cc2)NC(=O)c2ccccc2)CC1	6.0
107	O=C(COC(=O)c1cnccn1)Nc1cccc(F)c1	14.1
108	COc1ccc(-n2c(COc3ccc(Cl)cc3Cl)n[nH]c2=S)cc1	-3.0
109	O=C(COC(=O)CNC(=O)c1cccs1)Nc1ccc(C(F)(F)F)cc1[N+](=O)[O-]	1.7
110	COc1ccc(N(C(=O)C2CCCCC2)S(=O)(=O)c2cccc3cccnc23)cc1	6.0
111	CCOC(=O)C1C(=O)OC(C)(C)C1C(C)C(=O)c1ccc(C)cc1 (stereo not drawn)	15.7
112	COc1ccc2c3c(n(C)c2c1)[C@@H](CO)N(S(=O)(=O)c1ccc(C)cc1)CC31CCN(C)CC1	-3.5[25 µM]
113	CCc1nn(CC(=O)N2CCN(c3ccc(F)cc3)CC2)c(=O)c2cc3occc3n12	2.2
114	N#Cc1ccc(-c2ccc(OCC(O)CN3CCOCC3)cc2)cc1 (stereo not drawn)	-0.6
115	NC(c1csc(Nc2nncc3ccccc23)n1)C1CCCCC1 (stereo not drawn)	6.8
116	O=C(CN(Cc1ccco1)C(=O)c1ccc(F)cc1)Nc1ccccc1Br	4.3

Only part of the results is shown, so the mix of outcomes need not match the whole.
